# KAT2A inh: inhibitors of human GCN5L2 histone acetyltransferase. AID 504327. GCN5L2 HAT assay, ThioGlo1 CoA-SH fluorescence. 390,000 compounds, 0.21% hits. Potency, µM (titrated, usually from 58.9 µM), for the others: at the highest dose activity change, negative = inhibition, most hits filed as inhibitors. Q92830
# Target sequence (Q92830 whole entry, looked up): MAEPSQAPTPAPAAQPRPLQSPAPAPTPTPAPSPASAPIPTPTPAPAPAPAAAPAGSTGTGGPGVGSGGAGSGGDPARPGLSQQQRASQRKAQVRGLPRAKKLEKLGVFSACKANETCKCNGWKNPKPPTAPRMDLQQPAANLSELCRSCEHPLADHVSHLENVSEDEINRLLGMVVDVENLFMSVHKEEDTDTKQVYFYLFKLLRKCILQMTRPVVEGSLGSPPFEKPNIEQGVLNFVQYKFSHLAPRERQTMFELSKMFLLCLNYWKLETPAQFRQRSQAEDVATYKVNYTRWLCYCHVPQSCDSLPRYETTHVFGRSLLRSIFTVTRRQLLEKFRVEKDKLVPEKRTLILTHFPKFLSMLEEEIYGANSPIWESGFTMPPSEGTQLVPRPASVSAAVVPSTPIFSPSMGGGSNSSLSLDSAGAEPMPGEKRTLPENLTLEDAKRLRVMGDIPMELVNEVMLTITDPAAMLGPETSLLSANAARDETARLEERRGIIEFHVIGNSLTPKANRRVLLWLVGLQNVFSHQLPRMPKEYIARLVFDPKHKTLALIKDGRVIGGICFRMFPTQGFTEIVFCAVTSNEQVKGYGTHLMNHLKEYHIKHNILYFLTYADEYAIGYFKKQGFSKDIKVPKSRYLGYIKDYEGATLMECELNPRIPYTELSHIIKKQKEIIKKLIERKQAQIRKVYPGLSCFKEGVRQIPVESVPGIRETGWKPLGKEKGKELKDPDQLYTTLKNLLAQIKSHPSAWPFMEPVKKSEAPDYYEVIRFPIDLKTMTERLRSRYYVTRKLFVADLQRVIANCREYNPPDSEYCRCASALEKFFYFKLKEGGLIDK
#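 qHTS, 1536-well. 20nM enzyme, pH 7.5 HEPES/EDTA/Tween-20 buffer; 15 min compound preinc., RT. Start: 75uM H3(1-25), 70uM AcCoA, 50uM ThioGlo1. Read Ex340/Em540 at t=0 (autofluorescence flag) and t=20 min.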
# DT40 TDP1 CPT: DT40-hTDP1 cell growth loss with CPT; 420,000 compounds, 12% hits; chicken DT40 Tdp1-/-;hTDP1 cells + 20 nM CPT, ATP luminescence, 48 h; AID 686979; Potency, µM (highest dose often 46.2 µM), for inactives: at the top dose activity change, negative = growth inhibition, actives largely listed as inhibitors; further: nearly all actives have a fitted effect of over 55% in size
#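 Chicken DT40 Tdp1-/- cells complemented with human TDP1, 400 cells/well, exposed to compounds plus 20 nM camptothecin for at least 48 h at 37 C; viability read as ATP content by CellTiter-Glo luminescence.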
# TDP1 cell noCPT: qHTS for Inhibitors of human tyrosyl-DNA phosphodiesterase 1 (TDP1): qHTS in cells in absence of CPT; DT40 Tdp1-/- hTDP1 cells, no CPT, ATP luminescence, 48 h; AID 686978, 2013; 420,000 compounds, 15% hits; Potency, µM (series often up to 46.2 µM), for the others: at the top dose activity change, negative = growth inhibition, actives largely listed as inhibitors; further: nearly all actives have a fitted effect of over 55% in size
#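 Compound effects on proliferation are scored in DT40 Tdp1-/-;hTDP1 cells in the absence of CPT. ATP levels (CellTiter-Glo luminescence) are recorded after a ≥48 hr, 37 °C incubation.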
# An asterisk follows results filed as active; u = inconclusive; x = no result given; [ ] = dose if it differs, or a comment. The call rests on the fitted dose curve; in most records, active means well fitted curve in the direction sought with a large enough effect; inconclusive means small, poorly fitted or top-dose-only effect, or another doubt; inactive means no such curve, though single readings can be large; an effect the other way counts as inactive or inconclusive. On the % scale 0 is the no-effect control and ±100 the full control effect; potency means the concentration at half of the fitted maximal effect.
SMILES,KAT2A inh,DT40 TDP1 CPT,TDP1 cell noCPT
Cc1ccccc1NC(=O)Nc1ccc2c(c1)OCO2,-4%,u,-17%
COc1ccc(OC)c(-c2csc(-c3cccs3)n2)c1,-19%,-18%,u
CCCn1c(=O)c(C(=O)Nc2ccccc2C)c(O)c2ccccc21,u,u,u
Cc1ccc(-c2[nH]c(-c3ccc(C(=O)O)cc3)nc2-c2ccccc2)cc1,u,-11%,-18%
COc1cc(OC)cc(C(=O)NCC(=O)N2CCN(Cc3ccccc3)CC2)c1,0%,-12%,-4%
CCCc1ccc(C2Sc3ccccc3NC3=C2C(=O)c2ccccc23)cc1 (centres undefined),-14%,u,15µM*
COc1ccc(-n2c(C)c(C)c3c(NCCCO)ncnc32)cc1,3%,2%,u
COc1ccc2c(c1)c(=O)c(C(=O)c1ccccc1)cn2Cc1ccc(C)cc1,-5%,u,16µM*
COc1ccc(CCn2c(N)c(S(=O)(=O)c3cccs3)c3nc4ccccc4nc32)cc1OC,-17%,u,u
O=C(Nc1ccc(-c2csc(Nc3cccc(C(F)(F)F)c3)n2)cc1)c1cc([N+](=O)[O-])cc(C(F)(F)F)c1,-17%,15µM*,16µM*
N#C/C(=C\c1cn(Cc2ccccc2)c2ccccc12)C(=O)NCc1ccco1,74%[activator],u,u
CCOc1ccccc1C(=O)NCC(=O)NCc1ccc(S(=O)(=O)N2CCOCC2)cc1,4%,-9%,-18%
CCc1ccc(CNC(=O)c2cccc(-n3c(C)nc4cccnc43)c2)cc1,-3%,13µM*,16µM*
Cc1ccc(OCCN(C)C(=O)C2CCC(=O)N(CCCN3CCOCC3)C2)cc1 (centres undefined),17%,0%,22%
O=[N+]([O-])c1cccc(Nc2c3ccccc3nc3ccccc23)c1,0%,u,16µM*
COc1cc(-c2[nH]ncc2CN2CCN(c3cccc(C)n3)CC2)cc(OC)c1OC,0%,u,u
O=C(/C=C/c1ccc([N+](=O)[O-])s1)N1CCCCC1,-18%,u,12µM*
COc1cccc(-c2ccc3c(N)c(C(=O)NCc4ccc(Cl)cc4)sc3n2)c1,1%,u,u
C=CCOc1ccc2c3c(c(=O)oc2c1)CCCC3,x,0%,-29%
O=C1S/C(=C/c2ccc(N3CCOCC3)o2)C(=O)N1Cc1ccc(F)cc1,0%,u,u
O=c1cc(-c2cc3ccccc3oc2=O)c2ccc(O)cc2o1,x,2%[9.04 µM],u
COCCCNC(=O)CCCn1c(SCC(=O)c2ccc(Br)cc2)nc2c(sc3ccccc32)c1=O,-9%,u,u
Cc1ccc(C(=O)NC2CCC(C)CC2)s1 (centres undefined),-4%,-13%,-19%
Cc1ccc(-c2nnnn2-c2ccc(C)cc2)cc1,-2%,u,u
Cc1ccc(Nc2nc3ccccc3nc2Nc2c(C)n(C)n(-c3ccccc3)c2=O)cc1,-1%,u,u
O=C(O)Cn1nnc(COc2ccccc2)n1,-2%,11%,12%
CC1(C(=O)NS(=O)(=O)c2ccc(C#N)cc2)CCN1C(=O)Cc1ccc(Cl)cc1Cl (centres undefined),x,8%,-2%
O=C(N/N=C/c1ccc(Sc2nc3ccccc3[nH]2)o1)c1ccncc1,-1%,u,u
N#CC(c1ccc(F)cc1)c1ccc(C(=O)c2ccccc2)cc1 (centres undefined),-2%,u,u
NNc1nc(C(F)(F)F)nc2ccccc12,-7%,3%,-6%
CS(=O)(=O)c1ccccc1-c1nc(-c2ccc([N+](=O)[O-])cc2)no1,-1%,16%,2%
CCOc1ccc(N2C(=O)C3=C(C(c4ccc(Cl)cc4)=NCCN3)C2c2cccnc2)cc1 (centres undefined),-3%,u,u
CCOC(=O)c1c(/N=C/N(C)C)sc(/C=N/Nc2ccccc2)c1-c1ccccc1Cl,-3%,-15%,u
CCSc1nnc(NC(=O)Cc2ccc(OC)c(OC)c2)s1,-26%,1%,-4%
C=CCNC(=O)N1CCCC(N2CCN(c3ccccc3OC)CC2)C1 (centres undefined),-9%,18%,2%
CCCCCCCCCCCCCCCC(=O)NCCc1c[nH]c2ccccc12,0%,-3%,-11%
COc1ccc(OC)c(C2CC(=O)Nc3n[nH]c(-c4ccccc4)c32)c1 (centres undefined),-2%,-28%,-21%
C[C@H]1CN=C(Nc2ccccc2)N1CC1CCC1,-11%,-1%,1%
O=C(Nc1ccccc1)C1=C(Nc2ccccc2)CSC1,x,-21%,-11%
Cc1cccc(NC(=O)CCC(=O)N/N=C/c2ccco2)c1,1%,-12%,-7%

# Some entries already given, showing only KAT2A inh:
Molecule	KAT2A inh
CCOc1ccc(N2C(=O)C3=C(C(c4ccc(Cl)cc4)=NCCN3)C2c2cccnc2)cc1 (centres undefined)	-3%
CCOC(=O)c1c(/N=C/N(C)C)sc(/C=N/Nc2ccccc2)c1-c1ccccc1Cl	-3%
CCSc1nnc(NC(=O)Cc2ccc(OC)c(OC)c2)s1	-26%
C=CCNC(=O)N1CCCC(N2CCN(c3ccccc3OC)CC2)C1 (centres undefined)	-9%
CCCCCCCCCCCCCCCC(=O)NCCc1c[nH]c2ccccc12	0%

# Additional entries.
SMILES,KAT2A inh,DT40 TDP1 CPT,TDP1 cell noCPT
CN(C)CCCNc1oc(/C=C/c2cccs2)nc1S(=O)(=O)c1ccccc1,-18%,u,u
Cc1ccc2c(Sc3ccc(Cl)cc3)c(C(=O)NCCC(C)C)[nH]c2c1,-10%,-30%,u
CC(C)N(Cc1cnn(C)c1)C(=O)C1CCC(=O)N(CCc2cccc(F)c2)C1 (centres undefined),-1%,15%,3%
Cc1ccc(NCC(=O)N/N=C/c2c[nH]c3ccccc23)cc1,-6%,19%,-1%
O=C(CSc1nnc(-c2ccc(F)cc2)o1)Nc1ccc(S(=O)(=O)N2CCCC2)cc1,-10%,u,-15%
Cc1cccc(NS(=O)(=O)c2cc([N+](=O)[O-])ccc2C)n1,-2%,5%,-16%
Cc1cc(C)cc(NS(=O)(=O)c2ccc3[nH]cc(C(=O)NC4CCCCC4)c(=O)c3c2)c1,-15%,23µM*,16µM*
CCOC(=O)C(=O)Nc1ccc(S(=O)(=O)Nc2ncccn2)cc1,-3%,u,-5%
COc1ccc(CN(CC2CCC(C(=O)O)CC2)C(=S)Nc2cc(C)ccc2C)cc1 (centres undefined),-4%,-15%,-5%
CCOC(=O)C1(Cc2ccccc2C)CCCN(C(=O)COC)C1 (centres undefined),-8%,u,-25%
COc1cccc(CNC(=O)CCC2CCCN(C(=O)C3CCOCC3)C2)c1 (centres undefined),-13%,-3%,11%
COc1ccc2[nH]c3c(c2c1)CCNC3c1ccc([N+](=O)[O-])o1 (centres undefined),-1%,9.2µM*,6.5µM*
COc1ccc(CNC(=S)NNC(=O)c2cc3ccccc3o2)cc1,-1%,1%,-10%
CCN1C(=O)[C@@H]2[C@@H](c3ccc(SC4CCCCC4)cc3)N3CCCC[C@@]3(C(=O)OC)[C@@H]2C1=O,-5%,u,u
Cc1ccc(C(=O)Nc2ccc(C(=O)N3CCCCC3)cc2)o1,-26%,u,u
Cc1cc(C)nc(SCC(=O)Nc2ccc(S(=O)(=O)N3CCCCC3)cc2)n1,-13%,u,u
O=C(Nc1cccc(F)c1)N1CC[C@@]2(CCCN(S(=O)(=O)c3ccccc3)C2)C1,3%,-6%,u
CC(=O)c1cc(N2CCOCC2)ccc1[N+](=O)[O-],3%,15%,5%
CCOC(=O)c1ccc(NC(=O)CC2C(=O)N(c3cccc(OC)c3)C(=O)N2Cc2ccc(OC)cc2)cc1 (centres undefined),-3%,21µM*,u
CN(C)C(=O)COC(=O)c1ccc(S(=O)(=O)NCc2ccco2)cc1,0%,1%,28%
CC(=Nc1ccccc1)C1=C(O)C(Cc2ccc(F)cc2)NC1=O (centres undefined),x,1µM*,1.2µM*
Cc1c(C(=O)N2CCCCCC2)c(S(=O)(=O)NCc2ccccc2)c(C)n1C,8%,0%,-17%
C[C@]12C(=O)N(c3ccccc3)C(=O)N1[C@H]1c3ccccc3OC[C@@H]1[C@H]2c1ccccc1,-5%,u,u
CC(=O)c1ccc(Nc2ncnc3ccc(Br)cc23)cc1,x,-22%,u
CCOc1ccccc1CNCc1c(C(=O)O)c(C)n(Cc2ccc(Cl)cc2)c1C,-9%,u,u
CCOC(=O)c1cnc2cc(-c3ccc(Cl)cc3)nn2c1N,14%,-20%,-15%
C=CCNC(=O)CC(C)C(CCCCC)C(=O)O (centres undefined),-2%,3%,-3%
COC(=O)Nc1c(-c2ccccc2)nc2ccc(Cl)cn12,-16%,-21%,-16%
COc1cccc(N2CCN(S(=O)(=O)c3ccc4c(c3)CC(C)N4C(=O)C3CC3)CC2)c1 (centres undefined),-8%,u,-21%
Cc1ccc(-n2c(SCC(=O)NCC3CCCO3)nc3c(c2=O)SCC3)cc1 (centres undefined),-6%,-10%,2%
Cc1cccc(-c2cc3nc4c(c(N5CCOCC5)n3n2)CCCC4)c1,-12%,18µM*,23µM*
Cc1ccccc1NC(=O)CSc1nc2nccnc2c(=O)n1CCc1c[nH]c2ccccc12,2%,23µM*,12µM*
COc1ccc(-c2cc(C(=O)N3CCN(c4ccccc4O)CC3)c3ccccc3n2)cc1,-11%,u,u
C/C(CC(=O)Nc1ccc2c(c1)OCO2)=N\NC(=O)C(c1ccccc1)c1ccccc1,-7%,-19%,-20%
Cc1nnc(-c2ccc(Oc3ccc(C)c(C)c3)c([N+](=O)[O-])c2)o1,-12%,16µM*,9.2µM*
C=CCOc1cccc(C2C(C(=O)c3ccco3)=C(O)C(=O)N2Cc2ccncc2)c1 (centres undefined),-11%,-1%,-2%
Cc1nc(Nc2ccccc2C)c2cnn(C)c2n1,x,11%,-12%
COc1ccccc1-c1cc(C(=O)NCc2ccccc2)no1,-16%,u,u
COc1cc(/C=N/NC(=O)c2cccs2)ccc1OCc1ccccc1,-15%,2%,-3%
CC1C(=O)Nc2ccccc2N1C(=O)c1ccccc1 (centres undefined),-11%,3%,5%
Cc1nn(-c2ccccc2)c(C)c1C(=O)OCC(=O)N1CC(=O)Nc2ccccc21,-4%,-6%,u
CCOC(=O)CC(=O)CSCC(=O)Nc1ccc(C)cc1,-2%,-21%,u
Cc1cccc(C)c1NC(=O)CSc1nnc(C)n1-c1ccccc1,-2%,2%,-8%
CCN(CC)C(=O)c1ncn2c1c(=O)[nH]c1ccccc12,x,17%,8%
O=C(O)c1ccc(N2C(=O)/C(=C/c3ccc(-c4ccc([N+](=O)[O-])cc4)o3)C=C2c2ccccc2)cc1,-18%,u,u
Cc1ccc(/C=C/C(=O)N2CCN(c3cccc(C(F)(F)F)c3)CC2)cc1,-5%,-18%,-7%
O=[N+]([O-])c1nn(-c2ccc3c(c2)OCCO3)n(O)c1=NCCCO,-1%,15µM*,21µM*
O=C(Nc1ccc(Cl)cc1Cl)c1n[nH]c(Cn2cncn2)n1,-19%,1%,-23%
Cc1ccc(OCCCCn2ccnc2)c(Cl)c1,-1%,u,u
C/C(CC(=O)Nc1ccc(Br)cc1)=N\NC(=O)Cc1csc(N)n1,0%,7%,12%

# Following part.
SMILES,KAT2A inh,DT40 TDP1 CPT,TDP1 cell noCPT
CC1Cc2[nH][nH]c(=O)c2C(C2CCCC2)O1 (centres undefined),x,-16%,-28%
Cc1nc2ccccc2n1CCc1nc2c3ccccc3nc(SCC(=O)NCc3ccco3)n2n1,-11%,u,u
COc1ccc(-n2c(CNC(=O)c3cccs3)n[nH]c2=S)cc1,-3%,9%,-16%
Cc1cc2c(cc1C)NC(c1nc3ccccc3[nH]1)C1=C(CC(C)(C)CC1=O)N2 (centres undefined),-4%,2%,5%
Cc1nc2cnc(OCc3ccccc3)nc2n(CCC#N)c1=O,-3%,-9%,u
O=C(COc1ncnc2c1cnn2-c1ccccc1)Nc1ccc(S(=O)(=O)N2CCCCC2)cc1,0%,16µM*,u
O=C1c2cccnc2C(Nc2ccc(Br)cc2)N1Cc1cccs1 (centres undefined),-4%,-19%,-3%
O=C(Nc1nnc([C@H]2C[C@H](O)[C@@H](CO)O2)s1)Nc1ccccc1C(F)(F)F,x,0%,-2%
CCOC(=O)c1[nH]c(C)c(CCC(=O)NCc2ccccc2C)c1C,0%,-17%,-8%
O=C(CNC(=O)c1ccco1)NC1CCCCCC1,-14%,-11%,u
COC(=O)c1cc(S(=O)(=O)NCCc2ccc(C)cc2)c[nH]1,-8%,u,u
CC(=O)Nc1ccc(S(=O)(=O)Nc2cccc(S(=O)(=O)N(C)c3ccccc3)c2)cc1,0%,u,u
COCCCN(C(C)=O)c1nc(-c2ccccc2)cs1,-5%,u,-24%

# Assay outcomes (PubChem BioAssay)

# The list is partial; count on the stated rates, not on these rows.
